# Screening data from PubChem BioAssay.
# AHR activator – human AHR activation; AHR-responsive luciferase reporter cells, luminescence; AID 2796; P35869; activation, % at 5 µM; 320,000 compounds, 2.5% hits; in the data active means activation above about 47%;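 further: 0% = vehicle wells and 100% = reference agonist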
# Target sequence (P35869 whole entry, looked up): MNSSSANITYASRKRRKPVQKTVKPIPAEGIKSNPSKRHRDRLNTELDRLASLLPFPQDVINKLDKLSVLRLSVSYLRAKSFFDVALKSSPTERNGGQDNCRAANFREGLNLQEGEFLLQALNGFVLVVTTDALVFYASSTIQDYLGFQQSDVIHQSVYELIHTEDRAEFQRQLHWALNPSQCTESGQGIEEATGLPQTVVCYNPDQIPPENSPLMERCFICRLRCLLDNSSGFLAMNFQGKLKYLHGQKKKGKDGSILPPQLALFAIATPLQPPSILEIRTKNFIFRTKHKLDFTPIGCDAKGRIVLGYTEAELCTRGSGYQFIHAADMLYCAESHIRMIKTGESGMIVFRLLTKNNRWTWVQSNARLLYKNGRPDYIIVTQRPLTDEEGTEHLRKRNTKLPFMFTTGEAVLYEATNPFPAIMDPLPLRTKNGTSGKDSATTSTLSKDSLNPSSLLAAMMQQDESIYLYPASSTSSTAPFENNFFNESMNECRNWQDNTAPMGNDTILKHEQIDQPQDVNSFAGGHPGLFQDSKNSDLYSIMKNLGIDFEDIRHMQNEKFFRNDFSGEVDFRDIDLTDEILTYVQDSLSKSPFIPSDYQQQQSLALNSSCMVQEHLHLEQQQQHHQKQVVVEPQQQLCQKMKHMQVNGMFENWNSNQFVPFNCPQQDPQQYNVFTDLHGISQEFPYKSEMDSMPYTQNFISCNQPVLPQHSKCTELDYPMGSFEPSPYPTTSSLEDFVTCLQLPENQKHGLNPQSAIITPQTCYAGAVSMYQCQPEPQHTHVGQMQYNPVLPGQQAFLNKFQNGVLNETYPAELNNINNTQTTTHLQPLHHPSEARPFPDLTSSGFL
# MEP2 TOR yeast – yeast TOR pathway MEP2-GFP modulation; S. cerevisiae MEP2-GFP strain, flow cytometry GFP, 3 h; 100% = DMSO control level; GFP response vs DMSO, % at 10 µM; 330,000 compounds, 0.51% hits; AID 2016;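 active means GFP response versus DMSO above a set limit, roughly screen mean plus 3 SD, cut at about 180% in these data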;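 further: median GFP fluorescence of the barcode-gated MEP2-GFP cells per well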
# proCasp7 act – activates human procaspase-7, counter-screen for procaspase-3 activators; 330,000 compounds, 0.093% hits; activation, % at 8.5 µM; AID 463210; recombinant procaspase-7, Ac-DEVD-pNA absorbance 405 nm; D23A/D198A/D206A triple mutant, cannot self-cleave; scale: DMSO 0, 5 µM enzyme 100;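 active means percent activation above the screen-wide mean plus 3 SD, cut at about 25% in these data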
#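 Test system: Procaspase-7 triple mutant (PC-7 D3A). Also added: Ac-DEVD-pNA substrate, 400 µM as added. Schedule: 1 h enzyme–compound preincubation and 2 h substrate reaction, both 25 °C. Signal: p-Nitroaniline absorbance at 405 nm, read at 0 and 120 min. Control set: low DMSO alone, high DMSO plus 5 µM PC-7.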
# procasp3 activ – activators of human procaspase-3; P42574; recombinant procaspase-3 D3A, Ac-DEVD-pNA absorbance 405 nm; activation, % at 8.5 µM; 330,000 compounds, 0.11% hits; AID 463141;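 active means activation above the mean of all tested compounds plus 3 SD, cut at about 21% in these data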;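 further: 0% = DMSO alone and 100% = DMSO wells spiked with extra 5 µM PC-3 D3A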
# Target sequence (P42574 whole entry D9A/D28A/D175A): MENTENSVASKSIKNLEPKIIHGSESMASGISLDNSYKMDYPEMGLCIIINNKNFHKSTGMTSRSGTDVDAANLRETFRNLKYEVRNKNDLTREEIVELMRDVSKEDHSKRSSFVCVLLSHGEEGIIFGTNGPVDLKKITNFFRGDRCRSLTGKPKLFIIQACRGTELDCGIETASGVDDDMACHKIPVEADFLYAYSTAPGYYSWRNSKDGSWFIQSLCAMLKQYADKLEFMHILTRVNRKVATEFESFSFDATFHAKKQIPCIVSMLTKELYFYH
#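 assay system = Procaspase-3 D3A mutant | signal = absorbance at 405 nm, 0 and 120 min | times = 1 h preincubation plus 2 h reaction at 25 °C | repeats = single replicate | read-out = % activation between DMSO and enzyme-spiked controls | medium = Zinc-free HEPES saline buffer with Triton X-100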
# AGP1 TOR yeast – modulators of TOR pathway AGP1-GFP in S. cerevisiae | AID 2066 | 320,000 compounds, 0.02% hits | S. cerevisiae AGP1-GFP multiplex flow cytometry, 3 h; GFP as percent of DMSO wells | GFP response vs DMSO, % at 10 µM;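 active means GFP response relative to DMSO above a set limit, near screen average plus 3 SD, cut at about 150% in these data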;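 further: median GFP channel fluorescence of the gated AGP1 strain per well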
# RPL19A TOR yeast – yeast TOR pathway RPL19A-GFP modulation; percent response vs DMSO, % at 10 µM; AID 2025; 330,000 compounds, 0.3% hits; S. cerevisiae RPL19A-GFP strain, flow cytometry, 3 h; stronger effect = lower value;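 active means percent response vs DMSO below 50%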;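 further: median channel GFP fluorescence of the barcoded RPL19A-GFP strain; ratio of sample median GFP to plate DMSO average so 100% = DMSO; lower means less RPL19A-GFP as with rapamycin TOR inhibition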
# LAP4-GFP MLPCN – yeast TOR pathway LAP4-GFP modulation | GFP response vs DMSO, % at 10 µM | 320,000 compounds, 0.34% hits | AID 2023 | S. cerevisiae LAP4-GFP multiplex, flow cytometry GFP, 3 h; median GFP as percent of DMSO wells;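 active means GFP response vs DMSO above a set limit, about the screen mean plus 3 SD, cut at about 150% in these data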
# CIT2 TOR yeast – yeast TOR pathway CIT2-GFP modulation; S. cerevisiae CIT2-GFP strain, flow cytometry, 3 h; 100 means same as DMSO wells; 320,000 compounds, 0.065% hits; GFP response vs DMSO, % at 10 µM;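 active means GFP response relative to DMSO above a set limit, near the screen mean plus 3 SD, cut at about 150% in these data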;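 further: ratio of well median GFP fluorescence to mean of DMSO wells on the plate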
# Starred values were filed as active, the others as inactive; · = not tested or not shown.
SMILES,AHR activator,MEP2 TOR yeast,proCasp7 act,procasp3 activ,AGP1 TOR yeast,RPL19A TOR yeast,LAP4-GFP MLPCN,CIT2 TOR yeast
O=C(CN1CCCC1)N/N=C/c1c(O)ccc2ccccc12,19,100,-56,-44,99,102,93,98
O=C(NCC1CCCO1)C(=O)N/N=C/c1c(F)cccc1Cl (stereo unspecified),-2,103,2,10,103,102,106,104
CCn1cc([N+](=O)[O-])c(C(=O)N2CCCCCC2)n1,-4,119,7,6,101,105,108,110
CCCCCC(=O)Nc1nc2ccccc2[nH]1,19,103,8,-3,101,101,96,102
CC(NC(=O)Nc1ccc(Cl)cc1)c1ccccc1 (stereo unspecified),·,103,·,·,101,105,100,103
COc1ccc(CNC(=O)c2ccc3c(=O)n(CCCN4CCCC4=O)c(=S)[nH]c3c2)cc1,6,101,0,7,111,102,102,108
CCN(CC)S(=O)(=O)c1ccc(NC(=O)c2cc(=O)[nH]c3ccccc23)cc1,-3,106,0,-6,102,101,103,106
CCOC(=O)C(C)(C)Sc1ncnc2nc[nH]c12,-1,99,-3,2,105,98,102,94
COc1ccc([C@H]2CC(=O)C=C(c3ccc(OC)cc3OC)C2)cc1,2,86,15,2,104,100,102,98
CCn1c(=O)c(C(=O)NCCN2CCCCC2)c(O)c2ccccc21,5,93,0,8,103,96,111,100
CCN1C(=O)C(O)(CC(=O)c2cc(C)ccc2C)c2ccccc21 (stereo unspecified),3,100,9,-2,101,99,103,98
Cn1nc(-c2ccccc2F)c2cc(C(=O)Nc3ccc4c(c3)OCCO4)sc21,19,110,-7,3,100,102,111,103
O=C1CCCc2nc(N3CCc4ccccc43)ncc21,12,109,6,-7,103,100,120,90
Cc1c(Cl)cn2c(=O)cc(CN3CCN(c4ccccc4)CC3)nc2c1Cl,1,99,9,0,94,91,100,105
CN1CCc2c(sc3nc(SCC(N)=O)n(-c4ccc(Cl)cc4)c(=O)c23)C1,33,102,-12,-8,115,100,113,111
CCOC(=O)c1c(-c2ccco2)csc1N,7,108,-6,-2,105,108,102,94
Cc1ccc([N+](=O)[O-])c2cccnc12,4,99,11,-4,93,97,99,95
CCCN(CCC)CC(O)CN1C(=O)N(CN2C(=O)N(CC(O)CN(CCC)CCC)C(=O)C2(C)C)C(C)(C)C1=O (stereo unspecified),-1,111,8,7,104,102,105,94
CCOC(=O)c1[nH]c(COC(=O)CCOc2ccccc2OC)c(C(=O)OCC)c1C,0,102,19,11,105,103,100,103
O=[N+]([O-])c1ccccc1S(=O)(=O)Oc1ccccc1/C=N/n1cnnc1,1,95,7,2,94,94,92,99
CCOC(=O)c1c(S(=O)(=O)NCC(=O)Nc2cccc(C)c2C)c(C)n(C)c1C,6,110,-8,2,104,103,99,113
CCNc1c(NCC)c(=O)c1=O,-3,93,0,6,97,96,93,88
CCOC(=O)c1ccc(NC(=O)CC2C(=O)N(c3cccc(OC)c3)C(=O)N2CCOC)cc1 (stereo unspecified),0,99,6,-4,101,99,103,93
Cc1onc(-c2c(F)cccc2Cl)c1C(=O)N1CCN(c2ncc(Br)cn2)CC1,3,100,-3,2,106,103,113,96
CN1/C(=C/C(=O)c2ccc(Cl)cc2)Sc2cc3c(cc21)OCO3,16,90,11,40*,66,97,104,71
COc1cc(/C=C2/C(=O)ON=C2C)ccc1OCc1cccc(F)c1,0,82,-1,3,83,103,71,80
O=C(Nc1ccc(S(=O)(=O)N2CCCCC2c2cccnc2)cc1)c1ccccc1F (stereo unspecified),-1,112,3,-6,99,97,108,93
CSCc1cc(N2CCOCC2)nc(-c2ccccc2)n1,2,93,-5,-5,93,98,94,89
CCCSc1nnc(NC(=O)c2sc3nc(-c4cccs4)ccc3c2N)s1,9,101,-13,-4,99,101,95,89
CC(C)c1ccc(NC(=O)[C@@H]2CCC(=O)N2C2OC(=O)c3ccccc32)cc1 (stereo partly specified),19,100,-6,6,95,94,92,92
CCOc1ccc(-c2noc(=O)[nH]2)cc1,1,106,6,-8,109,105,102,100
CCOc1ccccc1-n1c(=O)c2ccccc2c2ccccc2c1=O,3,95,-7,3,99,103,96,94
COc1ccc(-n2c(-c3ccco3)nc3c(cnn3-c3ccccc3C)c2=O)cc1,1,98,3,5,97,99,105,91
O=C(CCS(=O)(=O)Cc1ccccc1F)NCCc1ccc(Cl)cc1,3,518*,7,3,162*,57,·,150*
COCCn1c(SCC(=O)Nc2ccc(OC)cc2OC)nc2ccccc2c1=O,·,102,·,·,106,101,97,105
O=C(Nc1ccc(N2CCOCC2)c(S(=O)(=O)Nc2ccc(Cl)cc2)c1)c1cnccn1,9,104,-18,-4,110,99,104,106
C=CC[C@@H](Cc1ccc(F)cc1)C(=O)OC[C@@H]1CCCN1C(=O)[C@@H](CC=C)CC(=O)N[C@H](CO)Cc1ccccc1,-1,96,-8,3,102,96,113,99
Cc1ccc(Cn2nnc3c(=O)[nH]c(C4CCN(S(=O)(=O)c5ccc(C)cc5)CC4)nc32)cc1,1,107,10,-3,110,106,109,102
Cc1cc(SCC(=O)NC2CC2)nc2ccccc12,1,90,4,-6,94,94,97,91
CC(=O)C(Sc1nnnn1-c1ccc(O)cc1)c1ccccc1 (stereo unspecified),0,97,1,1,100,100,98,102
[O-]/[N+](=C/c1ccccc1)c1ccccc1,0,99,4,1,102,100,92,101
Cc1ccc(Nc2nc(-c3ccncc3)nc3ccccc23)cc1,38,89,3,6,101,92,96,101
O=S(=O)(c1ccc(-c2n[nH]c(=S)o2)cc1)N1CCCCC1,-1,101,-14,-9,94,93,88,101
COc1cc(/C=N\NC(=O)c2ccc(Cn3cc(Br)c([N+](=O)[O-])n3)o2)cc(OC)c1O,9,107,-6,2,99,104,96,97
CN(CCCC(=O)Nc1nccs1)S(=O)(=O)c1ccc(Cl)cc1,2,95,-2,1,103,100,110,94
CC1CC[C@@]2(OC1)O[C@H]1CC3[C@@H]4C[C@@H](O)[C@@]5(O)C[C@@H](O)[C@H](O)C[C@]5(C)[C@H]4CC[C@]3(C)[C@H]1[C@@H]2C (stereo partly specified),0,103,6,2,103,98,101,98
CCOc1c(N2CC(C)OC(C)C2)c(=O)c1=O (stereo unspecified),-2,92,-6,-4,100,99,106,83
Cc1ccccc1N(CC(=O)NC1CCCC1)C(=O)CS(=O)CC(=O)Nc1ccc2c(c1)OCO2 (stereo unspecified),5,98,5,-2,103,99,100,101
COC(=O)C(C)Sc1ccc2nnc(-c3cccc(F)c3)n2n1 (stereo unspecified),-3,98,-6,8,97,98,96,91
CCC1(N(C(C)=O)c2ccc(OC)cc2)C(=O)c2ccccc2C1=O,0,91,2,-6,87,88,87,84
O=C(NCc1ccccc1C(F)(F)F)C1CC(c2ccc(C(F)(F)F)cc2)=NO1 (stereo unspecified),1,100,-12,-1,88,84,127,82
Cc1cc(C)nc(N(C#N)CCOc2ccc(Cl)cc2)n1,0,106,-2,0,96,100,102,101
COc1cc(/C=N/NC(=O)c2cccc(N3CCCC3=O)c2)ccc1O,7,113,-12,4,101,110,69,108
Cc1cccc(/C=C2\CCC(=C3SCCCS3)C2=O)c1,-4,92,2,-9,·,89,94,85
Oc1cccc(/C=N\Nc2nncc(-c3ccccc3)n2)c1,4,100,-6,6,103,98,109,100
COC(=O)c1sccc1NN1C(=O)c2ccccc2C1=O,5,106,2,4,98,98,104,94
O=C(O)CC(NC(=O)C1c2ccccc2Oc2ccccc21)c1ccc(Cl)cc1 (stereo unspecified),1,103,-5,6,99,102,91,102
CCC(=O)N1CC(C)C(=O)Nc2ccccc21 (stereo unspecified),6,106,1,3,106,101,110,101
O=C(O)Cn1c(=O)c2c3c(sc2n(Cc2ccc(F)cc2)c1=O)CCCC3,-1,104,-3,8,104,103,95,106
COc1ccc(/C=C/C(=O)OCC(=O)NC2CCCC2)c(OC)c1,0,95,1,8,92,93,94,90

# Look-ups from above:
# procasp3 activ result of CC1CC[C@@]2(OC1)O[C@H]1CC3[C@@H]4C[C@@H](O)[C@@]5(O)C[C@@H](O)[C@H](O)C[C@]5(C)[C@H]4CC[C@]3(C)[C@H]1[C@@H]2C (stereo partly specified) = 2
# MEP2 TOR yeast result of Oc1cccc(/C=N\Nc2nncc(-c3ccccc3)n2)c1 = 100
# AHR activator result of CCOc1c(N2CC(C)OC(C)C2)c(=O)c1=O (stereo unspecified) = -2
# procasp3 activ result of COC(=O)c1sccc1NN1C(=O)c2ccccc2C1=O = 4
# LAP4-GFP MLPCN result of Cc1cccc(/C=C2\CCC(=C3SCCCS3)C2=O)c1 = 94
# CIT2 TOR yeast result of Cc1ccccc1N(CC(=O)NC1CCCC1)C(=O)CS(=O)CC(=O)Nc1ccc2c(c1)OCO2 (stereo unspecified) = 101

# Next section
SMILES,AHR activator,MEP2 TOR yeast,proCasp7 act,procasp3 activ,AGP1 TOR yeast,RPL19A TOR yeast,LAP4-GFP MLPCN,CIT2 TOR yeast
CC1=NN(C(=O)c2ccccc2)C(O)(c2ccc(Br)cc2)C1 (stereo unspecified),7,103,5,-4,98,100,107,94
O=C(NC1CC1)c1ccc(C2SCC(=O)N2Cc2ccccc2)cc1 (stereo unspecified),-3,102,1,4,99,101,98,100
O=C1C2CCCN2C(c2ccccc2F)N1c1ccc(F)cc1 (stereo unspecified),12,101,6,6,96,99,103,97
Nc1nc(N2CCOCC2)nc(N(c2ccccc2)c2ccccc2)n1,-3,90,4,3,101,101,94,97
COc1cccc(/C=N/n2c(=S)n(C)c3ccccc32)c1OC,2,106,-13,1,101,99,104,99
COc1ccc(-n2cc(CN(C)Cc3n[nH]c(=O)[nH]3)c(-c3cccc(F)c3)n2)cc1,41,94,7,-2,108,104,113,107
CC1(c2ccc3ccccc3c2)NC(=O)N(CC(=O)N2CCCC(C(F)(F)F)C2)C1=O (stereo unspecified),1,97,3,1,95,97,105,90
Cc1cc2ncn(/N=C/c3cccnc3)c2cc1C,26,99,14,3,89,96,103,103
Cc1ccc(S(=O)(=O)NCCSc2nnnn2C)cc1,-1,112,8,1,104,101,104,112
Cc1ccc2nc(SCC(=O)c3ccc4c(c3)OCO4)[nH]c2c1,57*,94,-9,-5,91,95,116,84
O=C(NCCCn1ccnc1)/C(=C/c1ccc(F)cc1)NC(=O)c1ccccc1,3,116,-1,-8,100,93,106,96
CN(CC(=O)NC1CCN(Cc2ccccc2)CC1)S(=O)(=O)c1ccc(Br)s1,1,103,2,11,96,100,94,94
COc1ccc2cc(-c3[nH]ncc3CNCCn3nc(C)cc3C)ccc2c1,9,108,13,-4,106,104,96,100
Cc1ccccc1NC(=O)c1ccccc1O,6,101,8,4,94,95,112,93
C#CCOCCOCCOCCNc1nc(N2CCN(C(=O)[C@H](CCC(=O)O)n3cc(C(N)CO)nn3)CC2)nc(N2CCN(C(=O)[C@H](Cc3ccc(O)cc3)n3cc(C(N)CC(C)C)nn3)CC2)n1 (stereo partly specified),7,96,2,-2,89,98,105,114
CCOC(=O)NC1(C(F)(F)F)NC(=O)N(c2cccc(C(F)(F)F)c2)C1=O (stereo unspecified),4,101,4,3,95,101,90,96

# Two entries picked at random from those above:
SMILES,AHR activator,MEP2 TOR yeast,proCasp7 act,procasp3 activ,AGP1 TOR yeast,RPL19A TOR yeast,LAP4-GFP MLPCN,CIT2 TOR yeast
CN(CC(=O)NC1CCN(Cc2ccccc2)CC1)S(=O)(=O)c1ccc(Br)s1,1,103,2,11,96,100,94,94
CC1=NN(C(=O)c2ccccc2)C(O)(c2ccc(Br)cc2)C1 (stereo unspecified),7,103,5,-4,98,100,107,94

# Not a hit list, and some 3.5% of all compounds hit somewhere here.
